Screens from PubChem.
Peg3 promoter: reduces Peg3 promoter-driven luciferase expression in HeLa; HeLa PEG-Prom luciferase reporter, luminescence, overnight; inhibition, % at 20 µM; actives 1.7% (n = 360,000);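 active = inhibition of at least 50% at 20 µM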
NR2E3 ag-1: agonists of human NR2E3 nuclear receptor; AID 602229; actives 0.35% (n = 360,000); Q9Y5X4; CHO-S Gal4-NCOR/VP16-NR2E3 two-hybrid, luciferase; inhibition of corepressor binding, % at 3.98 µM;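 active = inhibition above the mean of all tested compounds plus 3 SD, cut at about 70% in these data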;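 note: 0% = DMSO with NR2E3 transfected cells and 100% = cells lacking NR2E3 construct; higher means lower luciferase signal from less NR2E3 corepressor binding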
Target sequence (Q9Y5X4 whole entry, looked up, the tested form may be a part): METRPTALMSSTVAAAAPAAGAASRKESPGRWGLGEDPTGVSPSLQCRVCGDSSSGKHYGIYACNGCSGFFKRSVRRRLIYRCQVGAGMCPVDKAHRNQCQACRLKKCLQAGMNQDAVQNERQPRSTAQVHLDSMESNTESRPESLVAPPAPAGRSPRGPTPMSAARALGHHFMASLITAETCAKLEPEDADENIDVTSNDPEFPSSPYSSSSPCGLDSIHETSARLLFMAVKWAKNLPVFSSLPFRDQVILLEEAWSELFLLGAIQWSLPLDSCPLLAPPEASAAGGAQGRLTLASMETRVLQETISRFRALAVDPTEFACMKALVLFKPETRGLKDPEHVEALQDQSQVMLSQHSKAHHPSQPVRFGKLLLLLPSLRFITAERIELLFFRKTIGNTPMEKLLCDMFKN
hiPSC survival: enhancers of human iPSC single-cell survival. hiPSC single-cell survival, ATPlite luminescence; 100% = ROCK inhibitor wells, 0% = DMSO. actives 0.044% (n = 360,000). survival enhancement, % at 20 µM. AID 602274; in the data active = survival enhancement above about 18%;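 note: cells exposed to compounds for 16 hours before the ATP read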
NR2E3 ag-2: activates human photoreceptor nuclear receptor NR2E3. AID 2300. actives 0.12% (n = 320,000). GST-NR2E3/biotin-RetCOR TR-FRET, 1536-well. inhibition of corepressor binding, % at 4.78 µM;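 active = percent inhibition above the cutoff of mean plus 3 SD of all tested compounds, set per screening campaign, cut at about 20% in these data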;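 note: 0% = DMSO wells and 100% = biotin wells as full block of FRET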
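Material: NR2E3–RetCOR corepressor complex / Incubation: Compound–protein incubation for 5 h at 4 °C / Dosing: compound at 4.8 µM, single dose / Detection: time-resolved FRET / Benchmarks: high control biotin, low control 0.6% DMSO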
TRAIL sens C8: caspase-8 TRAIL sensitization. NB7+C8 cells + TRAIL, ATPlite viability luminescence. inhibition (viability loss, TRAIL sensitization), % at 10 µM. actives 1% (n = 360,000);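 active = compounds causing at least 50% loss of cell viability in the single-dose screen, relative to plate controls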
EBV LMP1 NFkB: Epstein-Barr LMP1 NF-kappaB reporter inhibition; LMP1-induced NF-kappaB luciferase reporter cells, luminescence; inhibition, % at 12.5 µM; actives 0.69% (n = 350,000); in the data active = inhibition above about 41%;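 note: 0% = neutral control wells and 100% = reference inhibitor control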
HIF-2a block: inhibitors of HIF-2a; inhibition, % at 18.8 µM; actives 0.72% (n = 360,000); 786-0 RCC cells HIF-2a reporter, luciferase luminescence, overnight;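 active = inhibition of the luminescence signal of 40% or more relative to plate controls, in a single-dose primary screen at 18.75 µM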
Shn3 3UTR inh: Schnurri-3 reporter inhibition in Clone20 osteoblasts | Clone20 osteoblast Shn3 3'UTR firefly luciferase, 24 h | inhibition, % at 12.5 µM | actives 0.52% (n = 360,000) | AID 588674;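 active = mean inhibition of at least 75% with every replicate also reaching 75%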;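 note: 0% = median of neutral control wells and 100% = pilot-screen positive control compound; some compounds past the cut are filed as inactive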
TRPM1 prom inh: MITF TRPM1 promoter inhibition in SK-MEL-5 cells. SK-MEL-5 TRPM1 promoter luciferase, 24 h. inhibition, % at 12.5 µM. actives 0.83% (n = 330,000). AID 488899;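 active = mean inhibition across replicates of 60% or more, whatever share of single replicates reaches that level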; note: values of inactives mirror those of a sister screen read the other way
CF NFkB inh: blocks PAF-induced NF-kB reporter in cystic fibrosis cells | KKLEB NF-kB-GFP reporter, GFP fluorescence overnight | inhibition, % at 5 µM | actives 0.86% (n = 360,000) | AID 588850;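 active = at least 50% inhibition at 5 µM, scaled per plate between neutral and stimulator controls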;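 note: PAF is a Pseudomonas aeruginosa culture filtrate used as stimulus; plate controls were PAF-stimulated DMSO wells for no effect and unstimulated DMSO wells for full effect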
KKLEB cytotox: reduces viability of KKLEB cystic fibrosis airway cells. KKLEB CF airway cells viability, ATPlite luminescence, overnight; active compounds read low; cells stimulated with P. aeruginosa culture filtrate. activity change (cytotoxicity), % at 5 µM. actives 0.36% (n = 360,000);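 active = corrected activity change at or below -50% at 5 µM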
* marks the source's active call; other numbers are inactive results; / = no result given. A portion of the library, so the mix of outcomes need not match the whole.

Values run as follows: Peg3 promoter, NR2E3 ag-1, hiPSC survival, NR2E3 ag-2, TRAIL sens C8, EBV LMP1 NFkB, HIF-2a block, Shn3 3UTR inh, TRPM1 prom inh, CF NFkB inh, KKLEB cytotox
> Cc1ccc(/C=N/Nc2ccc(C(=O)O)cc2)s1
  69*, -73, -0.1, -5, 1, 70*, 65*, 50, 81*, -10, -4
> Cn1c(SCC(=O)O)nc2sc3c(c2c1=O)CCC3
  9, -5, -0.6, /, 1, 7, 18, -8, 6, 23, -16
> CCN(CC)CCNC(=O)c1ccc(NC(=O)c2ccc(F)cc2)cc1
  -5, -1, 0.4, 0, 0, 6, 11, -11, -4, -9, 8
> CCOC(=O)CSc1cc(CS(=O)c2ccc(Cl)cc2)nc(-c2ccccc2)n1 (configuration not stated)
  0, -4, 0.0, 0, -8, -10, 20, -9, -4, -13, 13
> O=C1N=c2ccccc2=C1c1sc(Nc2cccc(O)c2)nc1O
  -86, -48, 0.5, 2, -8, 0, -102, -44, -30, -82, -1
> CCn1c(SCc2c(F)cccc2Cl)nnc1-c1ccco1
  -37, -8, 2.0, 0, 1, -8, -99, -1, -20, 5, -10
> COC(=O)c1c(NC(=O)CSc2nccn2C)sc(C)c1C
  -6, -1, -0.1, -2, -9, -12, -9, -5, -2, 0, -10
> CC1CCC(=NO)C(=NO)C1 (configuration not stated)
  0, -5, -0.8, /, -6, -4, 8, 0, -3, -17, 23
> CC(=O)NC(c1ccccc1)c1nc(-c2ccc(F)c(Cl)c2)cs1 (configuration not stated)
  2, -10, 0.8, /, -7, /, -60, -3, /, -10, 7
> CCOc1ccc(NC(=O)Nc2ccc(Br)cn2)cc1
  -162, -35, -0.7, 4, -6, -41, -210, -44, -85, -10, 17
> Cc1cc(=O)n(C)c2ccc(S(=O)(=O)N3CCOCC3)cc12
  7, 5, 0.2, 2, -2, -3, 18, 3, 11, -5, 11
> COc1ccc(OC)c(CNc2ccc([N+](=O)[O-])cc2C)c1
  7, 10, 0.2, 0, -14, -18, 6, 5, -17, -39, 0
> Cc1onc(-c2ccccc2Cl)c1C(=O)N1CCN(C)CC1
  18, -11, -0.7, -3, 8, -1, 3, -3, 5, 9, -14
> CCCCN(C(C)=O)c1c(N)n(CCC)c(=O)n(CC(=O)Nc2cc(Cl)cc(Cl)c2)c1=O
  13, -8, -0.2, -4, -8, -9, 7, -4, 2, -23, -4
> NS(=O)(=O)c1ccc(CCNC(=O)c2ccc(=O)[nH]c2)cc1
  -21, -10, -0.6, 2, -20, 2, 1, -7, 12, -8, 4
> Cc1ccc(CNC(=O)CN(C)S(=O)(=O)c2ccc3c(c2)n(C)c(=O)c(=O)n3C)cc1
  -5, 5, 1.0, -1, 5, 5, 16, 8, -8, -26, 13
> CCOc1ccc(NC(=S)N(CCc2c(C)[nH]c3ccccc23)Cc2cccnc2)cc1
  10, -3, -0.2, -3, 7, 6, 6, 5, 11, 0, 6
> COc1ccc(OCC(=O)NNC(=O)c2cccnc2)cc1
  7, 3, -1.3, 1, -21, -4, 2, -12, -10, -5, -21
> CCOC(=O)[C@@H]1[C@H]2COc3cc(OC)ccc3[C@@H]2N2C(=O)N(c3ccc(F)cc3)C(=O)[C@]12C
  6, 10, -3.2, 1, -13, -5, 2, 9, /, -15, -7
> CN(C(=O)c1cccc(NC(=O)Cc2cccc(NC(=O)C3CCN(C(=O)C4CCC4)CC3)c2)c1)C1CC1
  9, -6, 1.6, /, -8, 3, 11, -1, 4, 4, 4

Structural class: the compounds so far containing a COOH group.
Values run as follows: Peg3 promoter, NR2E3 ag-1, hiPSC survival, NR2E3 ag-2, TRAIL sens C8, EBV LMP1 NFkB, HIF-2a block, Shn3 3UTR inh, TRPM1 prom inh, CF NFkB inh, KKLEB cytotox
> Cc1ccc(/C=N/Nc2ccc(C(=O)O)cc2)s1
  69*, -73, -0.1, -5, 1, 70*, 65*, 50, 81*, -10, -4
> Cn1c(SCC(=O)O)nc2sc3c(c2c1=O)CCC3
  9, -5, -0.6, /, 1, 7, 18, -8, 6, 23, -16

Next part
Values run as follows: Peg3 promoter, NR2E3 ag-1, hiPSC survival, NR2E3 ag-2, TRAIL sens C8, EBV LMP1 NFkB, HIF-2a block, Shn3 3UTR inh, TRPM1 prom inh, CF NFkB inh, KKLEB cytotox
> Clc1ccc(CSc2nnc(-c3ccccn3)n2Cc2ccco2)cc1Cl
  25, -9, -2.1, /, 9, /, -5, 2, /, -24, 10
> CCCCNC(=O)CS(=O)Cc1nc(-c2cccs2)oc1C (configuration not stated)
  4, -11, 1.2, 1, 3, -1, 4, 14, 4, 5, 6
> CS(=O)(=O)c1ccc(Cl)c(C(=O)OCC(=O)NC2CCCCCCC2)c1
  -1, 9, -0.3, 2, -4, -1, 4, 4, -9, -17, 12
> CN1Cc2sc(N)c(C#N)c2CC1(C)C
  -1, -13, -2.5, 3, -13, 1, 19, 1, -2, 8, -1
> Cc1ccc(C(=O)C2=C(O)C(=O)N(Cc3cccnc3)C2c2cccc([N+](=O)[O-])c2)o1 (configuration not stated)
  9, 9, -0.3, 2, -9, -5, 9, -2, 7, 21, -5
> Cc1ccc(OCC(=O)N2CCN(C(=O)c3ccc([N+](=O)[O-])cc3)CC2)cc1
  -5, -13, -0.1, -2, -7, -2, 16, 10, 6, 2, 14
> O=C(COc1ccc(Br)cc1CNC1CCCCC1)NCCc1ccccc1
  21, -6, -0.6, -1, 20, 3, 0, -4, -20, 6, -14
> CCC(C)N1C(=O)CN(C2CCCCCC2)C(=O)C1c1ccccc1F (configuration not stated)
  11, 3, 0.1, 3, -18, -8, 14, -2, 4, -4, 1
> Cc1nnc(SCC(=O)NC2CCCCC2)[nH]c1=O
  -6, -1, 0.5, 7, 9, 8, -1, -2, -1, -14, 12
> Cc1ccc(-c2cnc3c(c2)C(=O)N([C@H](C)CO)C[C@H](C)[C@@H](CN(C)Cc2ccccc2F)O3)cc1
  -2, 3, -0.6, /, -10, -4, -32, 10, /, -27, 5
> O=C(CN(CC1CCCO1)C(=O)CCC(=O)Nc1nccs1)NCc1ccc2c(c1)OCO2 (configuration not stated)
  15, -13, -1.5, 2, -8, 0, 12, 5, 6, 13, 1
> CC(C)c1ccc(NC2CCCN(C(=O)CCN3Cc4ccccc4C3=O)C2)cc1 (configuration not stated)
  -8, 26, 0.2, -3, 1, -7, 10, -9, 12, 24, 6
> C=CCc1ccccc1Oc1cc(OC)nc(N)n1
  -20, -13, 0.5, /, -9, 0, 4, -14, -9, -16, 6
> COc1cc(N)c(Cl)cc1C(=O)OCC(=O)c1ccc2c(c1)NC(=O)CO2
  4, -9, -0.5, 1, 5, 2, 20, 20, 3, 18, -20
> Cc1ccc(Nc2c(-c3ccccc3O)nc3ncccn23)cc1
  16, 18, 0.9, 0, 16, -8, 8, -8, 6, 3, 2
> Cn1ccnc1C(=O)c1cc(SCC(=O)NCc2ccccc2)nc2ccccc12
  26, -33, 1.4, 4, -12, -13, 19, -3, 17, 4, -5
> COc1ccc(/C=N/N2C(=N)SCC2=O)cc1
  -107, -79, -0.6, -2, 27, -12, -202, -41, -12, 9, -4
> CC(C)N(CCCNC(=O)c1nn(C)c2c1CS(=O)(=O)c1ccccc1-2)Cc1ccccc1
  1, -15, -0.3, 5, -14, -1, 8, -9, -9, -13, 1
> C[N+](C)(CCOc1ccccc1)Cc1ccccc1 (tested in a mixture with another compound)
  0, 14, 1.5, 5, -5, -7, 14, 17, -5, -2, 8
> CC(C)(C)c1ccccc1NC(=O)Nc1nc(C(N)c2ccccc2Cl)cs1 (configuration not stated)
  -4, -6, -1.9, /, 25, /, 3, 14, /, 12, -19

(further entries)
Values run as follows: Peg3 promoter, NR2E3 ag-1, hiPSC survival, NR2E3 ag-2, TRAIL sens C8, EBV LMP1 NFkB, HIF-2a block, Shn3 3UTR inh, TRPM1 prom inh, CF NFkB inh, KKLEB cytotox
> NC(=O)C1=C(N)c2ccccc2C1c1ccccc1 (configuration not stated)
  19, 25, 3.2, /, -8, 2, 5, 4, -10, -9, 3
> CC(c1ccccc1)N(C)CC(=O)NC(=O)NCCC1=CCCCC1 (configuration not stated)
  -7, -9, -0.4, 1, 13, -5, -2, 5, 2, 4, -20
> C/C(=N\NC(=S)NC(C)C)c1ccc(C(C)(C)C)cc1
  9, 22, -0.2, 0, -2, -6, -14, -19, 4, -11, 1
> Cc1cc(NC(=O)c2ccco2)sc1C
  -261, -112, -0.3, 1, 28, -23, -242, -129, -99, -14, -1
> O=C(CCn1nc(-c2ccc(Cl)cc2)ccc1=O)NCCCN1CCCCCC1
  9, -21, 1.8, 3, -8, 13, 1, -3, -3, -3, 3
> C/C(=N/NC(=O)C1COc2ccccc2O1)c1ccc(Br)s1 (configuration not stated)
  0, 5, 0.4, 3, 2, 24, -15, -2, -12, 10, -13
> CC1=C(C(=O)Nc2ccccc2)C(c2ccncc2)C(C#N)=C(SCC(=O)NC2CC2)N1 (configuration not stated)
  6, 6, 0.7, -2, 0, -11, 6, -26, -3, -9, 7
> COc1ccc(CCNS(=O)(=O)c2ccc(-n3cnnn3)cc2)cc1OC
  9, 5, -0.6, 3, 3, 14, 16, -5, -1, 12, -3
> Cc1ccc(C(=O)c2ccc(N3CCN(C)CC3)c([N+](=O)[O-])c2)cc1
  -15, 5, -1.9, 0, 3, -9, -20, -4, -7, 11, 5
> CN(C)C(=O)CSc1nc(SCC(=O)N(C)C)n(-c2ccccc2)n1
  -5, -12, -1.8, 4, -15, 8, 7, 11, 4, -17, 9
> COc1ccc(Cn2nnnc2C(c2ccc3ncccc3c2)N2CCN(C3CCCCC3)CC2)cc1 (configuration not stated)
  6, -3, 0.7, -3, -4, 6, 8, -4, -3, 7, 5
> CCOc1ccc(CN(C)C(=O)CCN2C(=O)c3ccccc3C2=O)cc1OC
  -4, -12, 0.3, 4, -24, 1, 10, 12, -11, 6, 3
> COc1cc(CCC(=O)OCC(=O)Nc2nc(C)c(Cl)cc2Cl)cc(OC)c1OC
  3, 4, 2.6, -1, 1, 6, 3, -11, -6, 11, -2
> CCOC(=O)c1cnc(Cc2ccccc2)[nH]c1=O
  -8, -14, 0.3, 3, -11, 8, 9, 6, 0, 6, -3
